STK33 kinase inh = inhibitors of human STK33 kinase; Q9BYT3; purified STK33, MBP phosphorylation, ADP-Glo luminescence; inhibition, % at 10 µM; 0.073% of 320,000 active; AID 2661;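 active = inhibition at or above 25%, using the most active replicate where run in duplicate; inactive = inhibition below 25%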
Target sequence (Q9BYT3 whole entry, looked up): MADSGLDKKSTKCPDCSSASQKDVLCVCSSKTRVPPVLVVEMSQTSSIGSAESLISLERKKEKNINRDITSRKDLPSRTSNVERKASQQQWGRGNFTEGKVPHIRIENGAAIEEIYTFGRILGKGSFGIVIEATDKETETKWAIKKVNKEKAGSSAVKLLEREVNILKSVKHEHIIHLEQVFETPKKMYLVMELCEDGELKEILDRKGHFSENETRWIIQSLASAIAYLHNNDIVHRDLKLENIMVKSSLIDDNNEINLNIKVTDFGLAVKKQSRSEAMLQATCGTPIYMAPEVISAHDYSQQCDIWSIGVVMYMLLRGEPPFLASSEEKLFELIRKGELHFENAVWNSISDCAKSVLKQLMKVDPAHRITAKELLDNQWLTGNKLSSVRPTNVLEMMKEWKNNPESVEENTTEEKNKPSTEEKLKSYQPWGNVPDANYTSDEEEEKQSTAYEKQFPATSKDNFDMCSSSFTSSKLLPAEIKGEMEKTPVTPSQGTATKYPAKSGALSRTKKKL
OX1R antag-1 = OX1R (human) antagonism; O43613; OX1R-expressing cells, FRET antagonist read-out; inhibition, % at 6.6 µM; 1.8% of 330,000 active; AID 485270; in the data active = inhibition mostly above about 38%, no sharp cut-off; inactive = mostly below about 40%;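 also: 0% = agonist challenge alone and 100% = reference antagonist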
OX1R antag-2 = blocks the human orexin 1 receptor; O43613; CHO/OX1R cells, Fluo-8 calcium fluorescence, orexin A; inhibition, % at 5 µM; 0.43% of 330,000 active; AID 434989;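 active = inhibition above its plate's threshold, mean inhibition of all tested compounds on the plate plus 3 SD, cut at about 37% in these data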;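 also: 0% = orexin A challenge wells and 100% = SB-334867-A antagonist wells; not every result past the cut was called active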
* = called active by the depositor; . = not tested or not shown.

SMILES	STK33 kinase inh	OX1R antag-1	OX1R antag-2
CNC(=O)CSc1ncnc2c1cnn2-c1ccccc1	-0.8	17.8	-13.8
COc1ccc(S(=O)(=O)NCC(=O)N(CC(=O)NCC2CCCO2)Cc2ccccc2)cc1 (stereo not drawn)	-0.8	1.1	-8.0
COc1ccc(C(=O)CC(=O)C(=O)Nc2ccc(C)cc2Cl)cc1	-1.4	-1.4	-1.3
O=C(CSc1cccc[n+]1[O-])Nc1ccc2c(c1)OCCO2	0.2	8.4	-22.3
CC1CCCCN1C/C=C/c1ccccc1[N+](=O)[O-] (stereo not drawn)	-0.4	16.1	-16.5
COc1cccc(Nc2nnc(SCC(=O)N3CCOCC3)s2)c1	.	9.4	-11.7
CC(=O)c1c(C)[nH]c(C(=O)COC(=O)Cc2ccccc2F)c1C	-0.4	-1.4	-31.0
CCOC(=O)C1=C(C)NC2=C(C(=O)C(C(=O)OCC)C(c3ccc(OC)cc3)C2)C1c1ccccn1 (stereo not drawn)	-2.5	7.3	-24.0
CC(=O)c1ccc(NC(=O)CSc2ccc(-c3ccco3)nn2)cc1	0.2	-3.3	-22.3
Cc1ccnc(N2CCCC(C(=O)Nc3ccc(C)c(C)c3)C2)n1 (stereo not drawn)	0.9	18.2	-33.2
CC1=CC(=C(C#N)C#N)c2ccccc2N1C	0.1	26.3	-5.1
CCn1c(=N)n(CC(O)c2ccccc2)c2ccccc21 (stereo not drawn)	0.3	15.5	-11.3
COc1ccc2sc(NCc3ccccc3)nc2c1	-0.2	22.2	-10.1
COc1ccc(N2C(=O)CC(NC3CCCCNC3=O)C2=O)cc1 (stereo not drawn)	-1.5	12.1	-7.1
Cn1ccnc1SCC(=O)Nc1cccc([N+](=O)[O-])c1	-0.5	46.6	-11.2
Cc1ccccc1CNCCCSc1ncccn1	-2.1	7.8	-17.9
Cc1cccc(C)c1NC(=O)CN(C)CC(=O)Nc1ccccc1Br	-0.6	14.1	-15.7
O=c1oc2ccc(Cl)cc2nc1/C=C(\O)c1cccs1	-2.7	11.5	-23.6
OCC1(CCCc2ccccc2)CCN(Cc2cc(F)ccc2F)CC1	-1.9	9.7	-36.1
COc1cc(CNCc2cccnc2)ccc1OCc1ccccc1	-1.8	0.2	-21.2
O=C1CCCC/C1=C\Nc1ccccc1C(=O)O	0.3	7.0	0.1
CCOC(=O)C(C)Sc1nnc2c3ccccc3n(C)c2n1 (stereo not drawn)	-0.9	23.8	-35.4
Cc1ccc(C)c(OCCC(=O)Nc2ccc3c(c2)OCO3)c1	0.0	9.8	-13.0
COc1ccc(S(=O)(=O)NNC(=O)c2sccc2-n2cccc2)cc1	-2.4	17.2	-38.0
COc1cc(/C=N/NC(N)=S)ccc1OCC(=O)N1CCOCC1	.	17.1	-9.1

By substructure, those above containing an aryl thioether with sulfur outside any ring (7)
SMILES	STK33 kinase inh	OX1R antag-1	OX1R antag-2
CNC(=O)CSc1ncnc2c1cnn2-c1ccccc1	-0.8	17.8	-13.8
O=C(CSc1cccc[n+]1[O-])Nc1ccc2c(c1)OCCO2	0.2	8.4	-22.3
COc1cccc(Nc2nnc(SCC(=O)N3CCOCC3)s2)c1	.	9.4	-11.7
CC(=O)c1ccc(NC(=O)CSc2ccc(-c3ccco3)nn2)cc1	0.2	-3.3	-22.3
Cn1ccnc1SCC(=O)Nc1cccc([N+](=O)[O-])c1	-0.5	46.6	-11.2
Cc1ccccc1CNCCCSc1ncccn1	-2.1	7.8	-17.9
CCOC(=O)C(C)Sc1nnc2c3ccccc3n(C)c2n1 (stereo not drawn)	-0.9	23.8	-35.4

Next results.
SMILES	STK33 kinase inh	OX1R antag-1	OX1R antag-2
COC(=O)[C@@]12CCCN1[C@H](c1ccc(SC3CCCCC3)cc1)[C@H]1C(=O)N(C)C(=O)[C@H]12	-1.9	12.8	-24.4
COc1ccc(CN2CCN(CCSc3ccc(C)cc3)CC2)c(OC)c1OC	-1.8	4.2	-39.7
CN(CCc1ccccn1)C(=O)CCC1CCCN(C(=O)c2c3c(nn2C)CCCC3)C1 (stereo not drawn)	-1.9	9.4	-23.0
O=c1c2ccccc2ncn1-c1ccc(Cl)cc1Cl	-0.8	4.3	-26.0
CN(C)CC1CCCCC1C1(O)c2ccccc2CSc2sccc21 (stereo not drawn)	1.3	10.2	-21.2
CCN(CC)S(=O)(=O)c1cccc(C(=O)NNC(=O)c2ccc3[nH]c(=O)c(=O)[nH]c3c2)c1	2.3	27.4	-9.3
Cc1ccc(S(=O)(=O)/N=C/c2cc(Br)ccc2O)cc1	-0.5	5.7	-18.8
CCN1CCN(S(=O)(=O)c2ccc(Cl)c(C(=O)N(C)Cc3ccccc3)c2)CC1	-0.4	4.8	-34.1
C[C@H]1CCC[C@]2(O[C@H](CCO)C[C@H](O)[C@H]2O)O1	1.2	13.4	2.9
COc1ccc(OCC(=O)Nc2c3c(nn2C(C)(C)C)CSC3)cc1	-2.4	11.5	-12.5
CCSc1nnc(NC(=O)C2CC(=O)N(Cc3ccc(C)cc3)C2)s1 (stereo not drawn)	0.2	9.3	-14.0
COc1ccc(CN2CCCC(C(=O)N(C)Cc3ccccc3)C2)cc1OC (stereo not drawn)	-2.4	8.4	-11.5
Cc1cccc(N=C2NC(=O)/C(=C/c3cccn3C)S2)c1	-2.0	11.7	-14.5
O=C(CSc1ccccc1C(=O)N1CCN(c2ccccc2)CC1)N1CCCC1	-0.5	-3.4	-36.3
C/C=C/c1ccc(OCC(O)CNCC(c2ccc(OC)cc2)N(C)C)c(OC)c1 (stereo not drawn)	0.6	8.4	-31.8
COc1ccc(S(=O)(=O)N2CCCCC2)cc1NS(=O)(=O)c1ccccc1	0.0	8.6	1.2
Cc1cccc(NC(=O)CSCC(=O)N=c2sccn2C)c1	-0.1	12.3	-16.3
O=C(OC(C(=O)NCc1cccs1)c1ccccn1)c1cccs1 (stereo not drawn)	-0.2	13.8	-20.7
CC(C)(C)NC(=O)C(=O)NNC(=O)c1ccccc1Br	1.5	3.1	-5.4
CCC1CCC/C1=N\NC(=O)c1cc(C)[nH]n1 (stereo not drawn)	-2.9	22.5	-4.0
Cc1ccc(S(=O)(=O)Nc2ccc(SC(F)F)cc2)c(C)c1	-0.6	-12.0	1.6
CCN(C[C@H]1N[C@@](CC)(C(=O)OC)[C@H]2C(=O)N(C)C(=O)[C@@H]12)S(=O)(=O)c1ccc(C)cc1	-0.5	1.5	-24.7
Cc1ccc(S(=O)(=O)N(CC(=O)Nc2cccnc2)c2cccc([N+](=O)[O-])c2)cc1	-1.9	17.5	-13.9
N#Cc1ccccc1/C=N/Nc1nc(-c2ccccc2)c2cc(Cl)ccc2n1	0.0	12.0	-25.6
COc1cc(OC)cc(C(=O)OCC(=O)N(C)c2ccccc2)c1	0.1	25.0	-19.2

Just OX1R antag-2, for 3 of the compounds above:
Structure,OX1R antag-2
CCN(CC)S(=O)(=O)c1cccc(C(=O)NNC(=O)c2ccc3[nH]c(=O)c(=O)[nH]c3c2)c1,-9.3
Cc1ccc(S(=O)(=O)/N=C/c2cc(Br)ccc2O)cc1,-18.8
CCN1CCN(S(=O)(=O)c2ccc(Cl)c(C(=O)N(C)Cc3ccccc3)c2)CC1,-34.1

An excerpt of these results, with two lines to a compound.
The line under a structure holds: STK33 kinase inh	OX1R antag-1	OX1R antag-2
> C/C=C/c1ccc(OCC(O)CNCC(c2ccc(OC)cc2)N(C)C)c(OC)c1 (stereo not drawn)
    0.6	8.4	-31.8
> COc1ccc(S(=O)(=O)N2CCCCC2)cc1NS(=O)(=O)c1ccccc1
    0.0	8.6	1.2

Quoted at random: 3 compounds from above.
SMILES	STK33 kinase inh	OX1R antag-1	OX1R antag-2
Cc1ccc(S(=O)(=O)N(CC(=O)Nc2cccnc2)c2cccc([N+](=O)[O-])c2)cc1	-1.9	17.5	-13.9
O=c1c2ccccc2ncn1-c1ccc(Cl)cc1Cl	-0.8	4.3	-26.0
COc1ccc(S(=O)(=O)N2CCCCC2)cc1NS(=O)(=O)c1ccccc1	0.0	8.6	1.2

Additional entries.
SMILES	STK33 kinase inh	OX1R antag-1	OX1R antag-2
O=[N+]([O-])c1cc(C(F)(F)F)ccc1NCCCN1CCOCC1	1.5	25.5	-28.6
C/C(=N\NC(=O)COc1ccc(C)cc1C(C)C)c1ccc(-n2ccnc2)cc1	0.0	28.6	-24.0
C=CCNC(=O)c1onc(CSc2cc(C)cc(C)c2)c1C(=O)NCC=C	-0.9	24.9	-24.6
C/C(Cn1cnc([N+](=O)[O-])n1)=N/NC(=O)COc1ccccc1Cl	-0.7	25.4	-0.1
CCNc1nc(NC(C)(C)C)nc(N2CCCC2)n1	0.2	19.6	-23.9
Cc1ccccc1-c1cccc(CN2CCN(C)C(CCO)C2)c1 (stereo not drawn)	0.1	-0.8	-25.9
COC(=O)c1sccc1NC(=O)c1ccccc1	2.4	11.8	-2.1
COCCn1c(SCC(=O)c2c[nH]c3ccccc23)nnc1-c1ccncc1	.	14.9	-0.6
COCCCN1C(=O)C(O)=C(C(=O)c2ccc(C)o2)C1c1cccc(Br)c1 (stereo not drawn)	-3.6	13.8	-32.7
